# Source: PubChem BioAssay
# DRD3 antagonist: blocks the human D3 dopamine receptor; P35462; D3R cells, DiscoveRx beta-arrestin luminescence, antagonist mode; stronger effect = lower value; max response, negative = inhibition, %; 2.5% of 360,000 active; AID 652054; in the data active = max response below about -50%; inconclusive = no clear call, values can overlap the other calls; also: % is scaled to controls: 0 for no effect and ±100 for the full control effect; mostly tested at two doses, the higher about 12 µM
#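 Cells expressing the human receptor were seeded at 1500 cells/well, incubated overnight at 37 degrees C in 5% CO2, then exposed to library compounds with dopamine controls for 90 minutes at 37 degrees C before luminescent detection.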
# Akt phos inh: Akt phosphorylation inhibition | Neuro2A IGF-stimulated pAkt S473 HTRF, 20 min; stronger effect = lower value | activity change, % for hits at 50 µM | 0.32% of 360,000 active | AID 651550; in the data active = activity change below about -80%; inconclusive = mostly about -51% to -80%; also: % is scaled to controls: 0 for no effect and ±100 for the full control effect
#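 Single-point screen (50 µM final compound) in Neuro2A cells stimulated 20 min with 6 nM IGF at 37 deg C. After lysis, Ser473-phosphorylated Akt read by HTRF (ex 330 nm, em 615/665 nm) as the 665/615 ratio.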
# EPAC2 ag: EPAC2 (human) agonism. Q8WZA2. EPAC2 activation, biochemical qHTS; response scale: 100% = 6.5 mM cAMP response. Potency, µM (top dose mostly 154 µM), inactives show at the highest dose activation, most hits filed as activators. 0.079% of 360,000 active. AID 720711; also: potency is read from the fitted curve at half-maximal effect; nearly all actives have a fitted effect of over 50% in size
# Target sequence (Q8WZA2 whole entry, looked up): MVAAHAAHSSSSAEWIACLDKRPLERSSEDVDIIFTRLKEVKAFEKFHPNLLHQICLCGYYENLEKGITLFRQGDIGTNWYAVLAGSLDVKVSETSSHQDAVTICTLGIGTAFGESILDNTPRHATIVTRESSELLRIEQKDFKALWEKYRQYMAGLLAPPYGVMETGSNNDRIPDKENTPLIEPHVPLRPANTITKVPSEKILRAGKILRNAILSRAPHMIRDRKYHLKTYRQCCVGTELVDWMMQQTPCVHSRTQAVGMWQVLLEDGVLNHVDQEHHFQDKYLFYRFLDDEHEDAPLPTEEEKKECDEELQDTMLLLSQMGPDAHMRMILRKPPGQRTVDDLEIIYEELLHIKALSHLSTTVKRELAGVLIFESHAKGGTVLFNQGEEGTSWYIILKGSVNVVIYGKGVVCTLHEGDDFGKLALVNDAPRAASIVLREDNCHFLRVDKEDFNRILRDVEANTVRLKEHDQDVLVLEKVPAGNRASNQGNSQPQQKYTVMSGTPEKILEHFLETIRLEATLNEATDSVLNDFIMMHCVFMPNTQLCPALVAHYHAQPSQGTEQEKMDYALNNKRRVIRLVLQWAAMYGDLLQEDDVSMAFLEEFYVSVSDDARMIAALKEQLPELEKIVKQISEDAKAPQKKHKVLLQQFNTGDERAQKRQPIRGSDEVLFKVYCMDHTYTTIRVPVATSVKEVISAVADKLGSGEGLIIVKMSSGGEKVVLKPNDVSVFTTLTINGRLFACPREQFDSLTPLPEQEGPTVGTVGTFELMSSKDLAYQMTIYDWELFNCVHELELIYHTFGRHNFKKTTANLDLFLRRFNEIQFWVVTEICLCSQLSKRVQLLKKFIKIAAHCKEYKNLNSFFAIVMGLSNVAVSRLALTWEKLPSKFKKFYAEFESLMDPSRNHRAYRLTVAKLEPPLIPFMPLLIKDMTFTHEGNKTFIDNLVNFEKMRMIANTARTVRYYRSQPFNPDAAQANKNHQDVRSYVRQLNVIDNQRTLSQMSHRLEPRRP
#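 Fluorescence exchange assay: 100 nM EPAC2 with 250 nM RAP1B-BODIPY-GDP and 50 uM GDP; compounds tested as a concentration-titration series (qHTS). Loss of Rap1-bound BODIPY-GDP fluorescence read at 480/540 nm; data normalized to 6.5 mM cAMP.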
# DRD3 agonist: agonists of human D3 dopamine receptor | P35462 | D3R DiscoveRx beta-arrestin cells, luminescence, 90 min | max activation, % | 0.58% of 410,000 active | AID 652048; in the data active = max activation above about 30%; also: 0% is about no effect; mostly tested at two doses, the higher about 12 µM
#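 Agonist-mode cell screen: cells plated at 1500/well and incubated overnight at 37 °C, then exposed to library compounds for 90 min at 37 °C. Detection reagent was added for 30–60 min at room temperature, and luminescence was read.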
# EPAC2 antag: EPAC2 (human) antagonism; Q8WZA2; EPAC2 GEF exchange of Rap1B-BODIPY-GDP, fluorescence; Potency, µM (series often up to 114 µM), for the others: at the top dose activity, negative = inhibition, hits mostly inhibitors; 0.18% of 360,000 active; also: potency is read from the fitted curve at half-maximal effect; % is scaled to controls: 0 for no effect and ±100 for the full control effect; nearly all actives have a fitted effect of over 45% in size; many of its hits are not listed in these tables
# CCT modulator: modulators of cytosolic chaperonin (CCT/TRiC) activity. purified chaperonin ATPase assay, HTRF ADP detection, 30 min. 0.3% of 360,000 active. activity change, % (no concentration beside the values), hits read low; in the data active = activity change below about -30%; also: % is scaled to controls: 0 for no effect and ±100 for the full control effect
#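 First, chaperonin was dispensed at 40 nM or 20 nM final depending on batch activity. Next, compounds were pinned at 76 uM and ATP added at 10 uM. After 30 min at 37 °C, ADP detection reagents ran 30 min at ambient temperature.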
# PTHR1 ag: PTHR1 (human) receptor agonism. Q03431. HEK293 GP2 PTHR1 cells, GloSensor cAMP luminescence, 1 h. Potency, µM (doses to about 115 µM), without a hit: at the top dose activation, usual class: activators. 0.075% of 410,000 active; also: potency is read from the fitted curve at half-maximal effect; nearly all actives have a fitted effect of over 55% in size; some results filed as inactive show a strong effect at the top dose; inactives centre near -15; many of its hits are not listed in these tables
#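 HEK-293-derived GP2 cells expressing PTHR1 and a GloSensor cAMP reporter, 3,000/well, plated overnight, given luciferin plus IBMX (each 0.5 mM as added) for 1 h at 37 °C, then compound for 1 h at 37 °C. Luminescence was read after 15 min at room temperature.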
# MmCpn inh: blocks the Methanococcus maripaludis chaperonin Mm-Cpn. purified Mm-Cpn ATPase, ADP Transcreener TR-FRET. Potency, µM (titrated, usually from 76.9 µM), inactives show at the highest dose activity, negative = inhibition, hits mostly inhibitors. 0.031% of 330,000 active; also: potency is read from the fitted curve at half-maximal effect; % is scaled to controls: 0 for no effect and ±100 for the full control effect; nearly all actives have a fitted effect of over 80% in size
#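 Reaction buffer contained 30 mM Tris pH 7.4, 100 mM KCl, 5 mM MgCl2 and 1 mM DTT. Mm-CPN (25 nM final) hydrolysed 10 uM ATP over 30 min at 37°C; ADP was read by HTRF.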
# * hit, by the source's call; i = inactive; ? = inconclusive; nt = no result given; [ ] = remark or other dose. Unless noted, calls follow the shape of the dose curve; as a rule, active = well fitted curve in the direction sought with a large enough effect; inconclusive = small, poorly fitted or top-dose-only effect, or another doubt; inactive = no such curve, though single readings can be large; an effect the other way counts as inactive or inconclusive. A portion of the library. The share of hits here may be higher or lower than overall.
# Start of the data: the first 4 records (preview)
SMILES,DRD3 antagonist,Akt phos inh,EPAC2 ag,DRD3 agonist,EPAC2 antag,CCT modulator,PTHR1 ag,MmCpn inh
CCC(C)[C@H](NC(=O)NCCCN1CCOCC1)C(=O)OC (stereo not given in full),8.7,i,6.3%,-30.4,15.7%,0.3,9.6%[57.5 µM],-1.3%
COc1ccc(C(=O)NCC(c2ccco2)N(C)C)cc1S(=O)(=O)NCc1ccc(Cl)cc1 (stereo not given),-96.5*,i,10.3%,-20.7,-1.7%,-2.5,i,-3.3%
O=C(N/N=C/c1ccsc1)c1cc(-c2ccncc2)nc2ccccc12,5.0,i,6.2%,-4.3,-1.7%,0.9,i,-0.1%
C/C=C(\C)CN1CCC(n2nccc2NC(=O)c2ccc3c(c2)OCO3)CC1,-17.3,i,14.4%,-31.4,-5.9%,-2.1,4.3%,0.6%

# The list itself, repeating the preview:
SMILES,DRD3 antagonist,Akt phos inh,EPAC2 ag,DRD3 agonist,EPAC2 antag,CCT modulator,PTHR1 ag,MmCpn inh
CCC(C)[C@H](NC(=O)NCCCN1CCOCC1)C(=O)OC (stereo not given in full),8.7,i,6.3%,-30.4,15.7%,0.3,9.6%[57.5 µM],-1.3%
COc1ccc(C(=O)NCC(c2ccco2)N(C)C)cc1S(=O)(=O)NCc1ccc(Cl)cc1 (stereo not given),-96.5*,i,10.3%,-20.7,-1.7%,-2.5,i,-3.3%
O=C(N/N=C/c1ccsc1)c1cc(-c2ccncc2)nc2ccccc12,5.0,i,6.2%,-4.3,-1.7%,0.9,i,-0.1%
C/C=C(\C)CN1CCC(n2nccc2NC(=O)c2ccc3c(c2)OCO3)CC1,-17.3,i,14.4%,-31.4,-5.9%,-2.1,4.3%,0.6%
Cc1ccc2nc(-c3ccc(F)cc3)c(Cc3ccccn3)n2c1,23.1,i,11.5%,2.0,?,0.3,-40.9%[inhibitor],nt
Cn1c(=O)c2sccc2n2c(CCCC(=O)NCc3ccc(F)cc3)nnc12,-7.6,i,5.8%,9.4,7.4%,-1.1,-1.2%,?
O=C1NC2=C(CCc3ccccc32)C(c2ccc(Br)cc2)N1 (stereo not given),3.6,i,0.2%,-0.5,-7.2%,-2.0,-56.7%[inhibitor],0.4%
C[C@@H]1CN([C@@H](C)CO)C(=O)CCCn2nncc2CO[C@H]1CN(C)Cc1cccnc1,-1.2,i,1.2%,1.1,0.8%,0.2,i,nt
CCOC(=O)c1c(C(C)(C)C)oc2ccc(OCC#N)cc12,14.4,i,4.7%,1.5,-2.8%,-0.4,i,0.6%
N#CC1C=Cc2c(ccc3ccccc23)N1C(=O)c1ccccc1 (stereo not given),5.2,i,8.5%,1.5,-0.2%,-2.0,-89.0%[inhibitor],nt
Cc1[nH]c2ccccc2c1/C=N/Nc1ccc([N+](=O)[O-])cc1,?,i,-5.3%,-16.0,-0.4%,0.7,-5.2%,-1.5%
CC(C)C1Nc2ccc(S(=O)(=O)N3CCOCC3)cc2NC1=O (stereo not given),2.8,i,-0.8%,1.5,-0.6%,1.2,-6.8%,-1.4%
Nc1nc2ncc(-c3ccsc3)c(N)n2n1,-5.3,i,10.6%,6.8,4.6%,-2.8,i,-1.8%
O=C(N/N=C/c1ccccn1)c1cccc(NC(=O)c2ccc(Cl)cc2)c1,0.0,i,-2.0%,1.3,-1.1%,1.0,-33.0%[inhibitor],-0.1%
CCCc1cc(C(=O)Nc2sc(C)c(CC)c2C#N)no1,-19.3,i,7.9%,-9.6,-4.4%,-2.6,-95.1%[inhibitor],1.1%
Cn1c(NCc2ccco2)nc2c1c(=O)n(Cc1ccc(Cl)cc1Cl)c(=O)n2C,6.5,i,-0.5%,0.2,2.9%,0.2,-41.1%[inhibitor][57.5 µM],-0.4%
O=C(CCNC(=O)N1CC(=O)Nc2ccccc21)NCc1ccc(Cl)cc1,-0.4,i,4.5%,-4.2,6.1%,-1.6,i,nt
O=[N+]([O-])c1ccccc1Nc1cccnc1,-14.2,i,9.7%,-0.3,7.8%,-0.9,-8.8%,1.2%
O=c1c(Br)c(NCc2ccccc2)cnn1-c1ccc(F)cc1,-3.8,i,1.5%,1.7,17.1%,1.1,i,-2.4%
CCOc1ccccc1N(CC(=O)Nc1ccc(S(=O)(=O)N2CCOCC2)cc1)S(C)(=O)=O,7.8,i,4.3%,-1.2,-7.4%,-5.6,i,3.1%

# Retrieved by structure from above:
SMILES,DRD3 antagonist,Akt phos inh,EPAC2 ag,DRD3 agonist,EPAC2 antag,CCT modulator,PTHR1 ag,MmCpn inh
CCCc1cc(C(=O)Nc2sc(C)c(CC)c2C#N)no1,-19.3,i,7.9%,-9.6,-4.4%,-2.6,-95.1%[inhibitor],1.1%
Cn1c(=O)c2sccc2n2c(CCCC(=O)NCc3ccc(F)cc3)nnc12,-7.6,i,5.8%,9.4,7.4%,-1.1,-1.2%,?
Nc1nc2ncc(-c3ccsc3)c(N)n2n1,-5.3,i,10.6%,6.8,4.6%,-2.8,i,-1.8%
COc1ccc(C(=O)NCC(c2ccco2)N(C)C)cc1S(=O)(=O)NCc1ccc(Cl)cc1 (stereo not given),-96.5*,i,10.3%,-20.7,-1.7%,-2.5,i,-3.3%

# Next part:
SMILES,DRD3 antagonist,Akt phos inh,EPAC2 ag,DRD3 agonist,EPAC2 antag,CCT modulator,PTHR1 ag,MmCpn inh
CCc1nc2ccc(C(=O)NC3CCN(Cc4ccccc4)CC3)cn2c1N(C)Cc1ccc(N(C)C)cc1,-62.9*,nt,4.3%,-22.4,-11.3%,0.2,-12.0%,nt
O=C(COc1nc2ccccc2nc1N1CCOCC1)Nc1ccc(S(=O)(=O)N2CCCC2)cc1,4.9,i,4.3%,0.3,-7.5%,0.8,i,-15.3%
c1ccc(-n2c(-c3ccncc3)nnc2-c2ccco2)cc1,-15.8,i,9.5%,-16.5,-6.5%,-2.4,-18.1%[57.5 µM],-0.3%
O=C(Cc1ccc2cccnc2c1)c1ccc(O)cc1O,2.3,i,6.0%,6.6,-10.0%,1.3,14.4%[57.5 µM],1.8%
Cc1ccc(S(=O)(=O)N2C(=O)CCC2C(=O)Nc2ccc3c(c2)OCCO3)cc1 (stereo not given),-65.5*,i,-5.8%,-6.1,0.4%,-0.9,i,2.1%
COC(c1ccccc1)c1nnc(CCC(=O)NCCC(C)C)o1 (stereo not given),7.1,i,-2.9%,3.8,4.0%,-0.1,i,0.0%
CCOC(=O)COc1nc2c(c(-c3ccco3)c1C#N)CCc1ccccc1-2,-10.4,i,4.4%,-6.0,-7.6%,-0.1,-17.1%,-2.0%
CC(C)(C)C(=O)Nc1ccccc1C(=O)NCc1cccnc1,-10.8,i,-2.7%,-3.4,0.9%,-0.6,i,-1.0%
CCOC(=O)C1C(=O)CC(C)(O)C(C(=O)OCC)C1c1cccc(OC)c1 (stereo not given),-5.1,i,-20.0%,15.3,-1.9%,1.6,i,1.1%
O=C(NCC(=O)N(Cc1cccs1)C(C(=O)NC1CCCCC1)c1ccncc1)c1ccco1 (stereo not given),-7.4,i,-3.1%,-9.5,12.1%,0.4,i,-1.4%
CCN(CC)S(=O)(=O)c1ccc(C(=O)NCCSc2c[nH]c3ccccc23)cc1,12.5,i,6.8%,1.2,-1.6%,1.5,i,1.1%
O=C(NCCN1CCN(C(=O)c2cccs2)CC1)C(=O)Nc1ccc(Br)cc1,-25.4,i,13.7%,-0.5,-0.1%,-0.1,-22.9%[57.5 µM],-1.3%
Cc1onc(-c2c(Cl)cccc2Cl)c1NC(=O)N(C)N,20.3,i,2.9%,4.5,1.5%,1.0,-11.7%,-0.1%
COc1cc2oc(=O)cc(CN3CCN(c4ccc(Cl)c(Cl)c4)CC3)c2cc1Cl,11.3,i,12.7%,5.0,-11.8%,1.4,i,nt
COc1ccc(-n2c(C)cc(C(=O)CN3CCCCC3)c2C)cc1,9.2,i,0.6%,0.7,1.6%,-2.6,i,0.3%
COC(=O)CSc1nc2c(c(=O)n(C)c(=O)n2C)n1CCC(C)C,-12.5,nt,-82.5%[inhibitor][15.6 µM],-0.5,-29.8%,0.2,-41.7%[inhibitor][57.5 µM],1.2%
O=C(COC(=O)c1cccc(Cl)c1)Nc1ccc2[nH]c(=O)[nH]c2c1,19.3,i,4.5%,-3.1,12.4%,2.2,i,-3.8%
COC(=O)c1noc(-c2ccc(C)cc2)n1,-12.4,i,6.3%,-0.8,4.3%,-1.4,i,-21.0%
Cc1ccccc1Cn1nc(C)c(NC(=O)c2cc(-c3ccco3)on2)c1C,0.0,i,2.0%,-7.4,3.4%,0.9,i,-2.6%
COc1ccc(-c2[nH]ncc2-c2nc(C)cs2)c(O)c1,-0.4,i,3.9%,2.6,-2.5%,-0.8,i,2.5%
CC(C)CCN(C(=O)C1=COCCO1)c1c(N)n(Cc2ccccc2)c(=O)[nH]c1=O,2.9,i,3.4%,-7.1,-0.1%,-0.3,-24.9%,0.7%
O=C(Nc1ccc(N2CCOCC2)cc1)c1ccc(S(=O)(=O)NCc2ccco2)cc1,-19.3,i,4.5%,-0.7,-0.1%,-2.8,-2.0%,1.3%
COc1ccc(CSc2nc3ccccc3[nH]2)cc1,5.1,i,4.8%,-0.8,-2.9%,-0.3,-37.1%,4.1%
N/C(=N\OC(=O)c1cccc(Cl)c1)c1ccccn1,0.0,i,5.6%,5.2,-4.9%,-1.1,-35.2%[inhibitor],0.7%
Cc1cccn2c(=O)c3cc(C(=O)NC4CCS(=O)(=O)C4)sc3nc12 (stereo not given),-6.5,i,?,4.8,3.9%,-3.3,-5.8%,0.7%
CCN(CC)CCCn1c2c(c(SCC(=O)Nc3ccc4c(c3)OCCO4)nc1=O)CCC2,21.0,i,1.3%,0.2,15.2%,2.0,-13.8%,-0.2%
CCOC(=O)c1c(C)[nH]c(C(=O)CN(C)CC(=O)Nc2ccccc2Cl)c1C,-29.6,i,10.8%,-0.6,-18.1%,-1.1,-9.1%,-13.0%
CCOC(=O)c1cc(-c2cc3ccccc3o2)nc2c1c(=O)[nH]c(=O)n2CCOC,8.9,i,-0.3%,-4.6,2.6%,0.1,-32.0%[inhibitor][57.5 µM],-5.4%
O=C(NCCc1ccccc1)c1ccco1,20.6,i,7.8%,5.2,-1.5%,-2.3,-12.5%[57.5 µM],2.2%
Cc1nc2ccc(C(=O)N3CCN(c4ccccc4)CC3)cn2c1N(C)C(=O)CCc1ccccc1,2.7,i,3.6%,5.0,-28.6%,-0.9,i,nt
CCCNC(=O)Nc1cc(OCC)c(N2CCOCC2)cc1OCC,7.0,i,5.5%,0.2,5.6%,1.8,i,-1.2%
